Compound activity from PubChem.
PLC-gamma1 inh: inhibitors of human phospholipase C gamma1; inhibition, % at 12.2 µM; purified PLC-gamma1, fluorogenic substrate, fluorescence; AID 720700; 370,000 tested, 0.84% active; in the data active = inhibition above about 9.5%
DDE Tn7 FP inh: disrupts Tn7 cyclic peptide binding to fibrin D-Dimer-E complex. P02675. FP displacement of FITC-Tn7 peptide from fibrin DD(E); 0% = median of compound wells per plate. inhibition, % at 8.3 µM. AID 720508. 370,000 tested, 0.13% active;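 active = inhibition above the mean of compounds falling within the control limits plus 3 SD of them, cut at about 14% in these data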;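 note: 0% = plate median of compound wells and 100% = 10 µM Aha-Tn7 peptide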
Target sequence (P02675 whole entry, looked up): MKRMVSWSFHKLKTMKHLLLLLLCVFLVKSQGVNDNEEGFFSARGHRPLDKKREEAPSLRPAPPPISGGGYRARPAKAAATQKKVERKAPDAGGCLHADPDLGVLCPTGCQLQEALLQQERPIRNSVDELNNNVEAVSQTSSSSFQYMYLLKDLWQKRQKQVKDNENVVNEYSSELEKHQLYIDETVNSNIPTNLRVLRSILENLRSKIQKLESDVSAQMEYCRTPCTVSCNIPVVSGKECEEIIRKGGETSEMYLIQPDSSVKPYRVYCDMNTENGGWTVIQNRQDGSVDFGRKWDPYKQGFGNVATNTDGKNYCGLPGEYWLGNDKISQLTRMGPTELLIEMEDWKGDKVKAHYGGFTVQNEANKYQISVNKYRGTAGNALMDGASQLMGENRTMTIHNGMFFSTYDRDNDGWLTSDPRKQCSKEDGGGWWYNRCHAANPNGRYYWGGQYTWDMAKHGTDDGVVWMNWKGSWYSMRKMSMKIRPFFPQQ
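Also added: labelled Tn7 tracer, 0.1 µM; Assay system: human fibrin DD(E) protein; Amount: 2 µM fibrin DD(E); Schedule: 10 min compound pre-incubation, 3 h probe incubation at room temperature; Repeats: one replicate per compound; Read-out basis: percent inhibition; Measured by: fluorescence polarization of the labelled Tn7 tracer.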
PLCb3 inh: PLC-beta3 (human) inhibition, primary screen; AID 720704; inhibition, % at 12.2 µM; Purified PLC-beta3, fluorogenic substrate, fluorescence; 370,000 tested, 0.18% active; in the data active = inhibition above about 11%;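 note: 0% = median of compound wells on plate and 100% = full blocker control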
DDE Tn6 FP inh: DD(E)-Tn6 binding inhibition, primary FP screen; P02675; Fibrin DD(E) TRITC-Tn6 fluorescence polarization displacement; inhibition, % at 8.3 µM; 370,000 tested, 0.21% active;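 active = inhibition above a per-campaign cutoff: mean of compounds within control limits plus 3 SD, cut at about 15% in these data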;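 note: 0% = median of all compound wells on the plate and 100% = blocking peptide control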
ARFGAP1 inhibitor: inhibits rat ARF GTPase activating protein 1; inhibition, % at 16.5 µM; 360,000 tested, 0.26% active; Arfgap1-stimulated ARF1 GTP hydrolysis, GDP FP detection;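 active = inhibition above a per-plate limit, mean inhibition of low control wells plus 3 SD, cut at about 25% in these data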;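 note: 0% = DMSO wells with enzyme and 100% = wells lacking Arfgap1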
Target sequence (Q62848 1-136 limits assumed): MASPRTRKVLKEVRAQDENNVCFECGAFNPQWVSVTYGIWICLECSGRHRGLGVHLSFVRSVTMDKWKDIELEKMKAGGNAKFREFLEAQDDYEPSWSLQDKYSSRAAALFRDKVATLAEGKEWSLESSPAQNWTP
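Material – truncated rat Arfgap1 GAP domain · Buffer or medium – HEPES-based buffer, pH 7.5 · Reagent – human ARF1(Δ1-17)-GTP substrate · Dosing – 16.5 µM single point, 1.26% DMSO · Schedule – GTP hydrolysis reaction 2 h at 25 °C · Technique – GDP detection by fluorescence polarization · Benchmarks – No-Arfgap1 wells (100%) versus DMSO full-reaction wells (0%) · Repeats – single replicate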
UHRF1 binding: blocks human UHRF1 binding to methylated DNA; UHRF1 binding to methylated oligo, TR-FRET; inhibition, % at 4.4 µM; 370,000 tested, 0.75% active; AID 687016; in the data active = inhibition above about 21%;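 note: UHRF1 SRA domain binding a hemimethylated CpG hairpin DNA probe; 0% = median of test compound wells and 100% = reference inhibitor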
ASAP1 inh: ASAP1 ArfGAP inhibition; Q9ULH1; inhibition, % at 16.5 µM; ASAP1-stimulated ARF1 GTP hydrolysis, GDP FP detection; AID 624377; 360,000 tested, 0.19% active; in the data active = inhibition above about 25%;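 note: 0% = vehicle with enzyme and substrate and 100% = no enzyme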
MBD2 inh: inhibitors of human MBD2 binding to methylated oligonucleotide. Q9UBB5. TR-FRET. inhibition, % at 4.4 µM. 370,000 tested, 0.31% active. AID 686964; in the data active = inhibition above about 13%
ADAM17 inh: inhibits human ADAM17; P78536; recombinant ADAM17, EDANS/DABCYL FRET peptide cleavage; inhibition, % at 6.95 µM; 370,000 tested, 0.83% active; AID 720648;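 active = inhibition above the mean of compounds lying between control limits plus 3 SD, set per campaign, cut at about 8.5% in these data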;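 note: 0% = DMSO-only wells as the low control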
KLK7 zymogen act: activators of human kallikrein-7 zymogen | P49862 | purified proKLK7, EDANS-DABCYL substrate fluorescence; 100% is mature enzyme control, 0% vehicle | activation, % at 7 µM | 370,000 tested, 0.9% active | AID 652039;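 active = activation above the mean of all tested compounds plus 3 SD, computed per campaign excluding outliers beyond control limits, cut at about 13% in these data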
Target sequence (P49862 whole entry, looked up): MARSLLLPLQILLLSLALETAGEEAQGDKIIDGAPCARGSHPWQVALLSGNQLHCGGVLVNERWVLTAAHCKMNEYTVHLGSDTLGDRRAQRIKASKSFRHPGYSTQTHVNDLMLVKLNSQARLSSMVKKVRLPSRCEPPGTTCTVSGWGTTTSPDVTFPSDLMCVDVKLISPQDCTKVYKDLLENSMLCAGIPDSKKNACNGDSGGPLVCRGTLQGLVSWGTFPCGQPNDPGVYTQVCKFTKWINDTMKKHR
The depositor's hits bear a star; i = inactive; . = not tested or not shown.

#	molecule	PLC-gamma1 inh	DDE Tn7 FP inh	PLCb3 inh	DDE Tn6 FP inh	ARFGAP1 inhibitor	UHRF1 binding	ASAP1 inh	MBD2 inh	ADAM17 inh	KLK7 zymogen act
1	Fc1ccc(-c2onc3ccc(C4OCCO4)cc23)cc1	-10	-4	-18	6	-3	1	15	-2	-6	-0.9
2	COC(=O)c1cccc(C(=O)Nc2cnc3ccccc3c2)n1	6	1	-1	-5	-2	4	5	7	-4	-0.4
3	CCC(NC(=O)c1cc(COc2ccc(F)c(F)c2)on1)c1ccncc1 (stereo unspecified)	-2	0	-5	3	2	-2	-6	-3	-3	0.1
4	NC1=NC(=O)C2(COC(c3ccccc3Cl)OC2)S1 (stereo unspecified)	2	-2	3	0	-8	-2	-3	4	-2	0.0
5	Cn1c(=O)oc2cc(S(=O)(=O)NC3CCN(Cc4ccccc4)CC3)ccc21	0	2	-1	0	4	4	7	2	-4	-0.2
6	N/C(=N\N=C\c1ccc([N+](=O)[O-])cc1)c1nonc1N	1	-5	-5	-4	2	0	0	2	1	0.1
7	Cc1ccccc1OCC(=O)OC1CCN(C)CC1	2	-1	0	2	-9	5	2	5	-6	-0.1
8	Cc1cccc(C)c1NC(=O)C(c1ccccc1F)n1c(=O)c(-c2ccccc2)nc2ccccc21 (stereo unspecified)	-42	-3	-62	-2	3	2	8	0	-37	-3.2
9	COc1cc(NC(=O)C2CCCN2S(=O)(=O)c2cccc3cccnc23)cc(OC)c1OC (stereo unspecified)	1	-3	5	1	-2	3	5	0	1	-0.3
10	COc1ccccc1NC(=O)CCN1C(=O)/C(=C/c2cc(OC)c(OC)c(OC)c2)SC1=S	4	-3	-2	-4	4	1	6	3	1	-0.6

Two entries from above, reformatted.
Under each structure: PLC-gamma1 inh	DDE Tn7 FP inh	PLCb3 inh	DDE Tn6 FP inh	ARFGAP1 inhibitor	UHRF1 binding	ASAP1 inh	MBD2 inh	ADAM17 inh	KLK7 zymogen act
9. COc1cc(NC(=O)C2CCCN2S(=O)(=O)c2cccc3cccnc23)cc(OC)c1OC (stereo unspecified)
  1	-3	5	1	-2	3	5	0	1	-0.3
6. N/C(=N\N=C\c1ccc([N+](=O)[O-])cc1)c1nonc1N
  1	-5	-5	-4	2	0	0	2	1	0.1

Next section:
#	molecule	PLC-gamma1 inh	DDE Tn7 FP inh	PLCb3 inh	DDE Tn6 FP inh	ARFGAP1 inhibitor	UHRF1 binding	ASAP1 inh	MBD2 inh	ADAM17 inh	KLK7 zymogen act
11	CC(C)CCN1CCN(Cc2ccc(Oc3ncccn3)cc2)CC1CCO (stereo unspecified)	2	-2	5	4	-12	-3	11	-1	-1	0.0
12	COc1ccc(OC)c(CN2CCN(CCCc3ccccc3)C(CCO)C2)c1 (stereo unspecified)	-3	6	-6	4	-2	0	11	0	-2	-0.5
13	CC12CC3CC(C)(C1)CC(C(=O)NNC(=O)c1ccncc1)(C3)C2	4	-3	-5	-1	-10	3	6	7	-2	-0.3
14	CC(=O)N1CCOc2ccc(S(=O)(=O)N3CCCCC3)cc21	0	0	-4	8	6	2	15	-1	-2	-0.2
15	CCC(=O)Nc1cc(C)c(NC(=O)C23CC4CC(CC(C4)C2)C3)cn1	-3	-6	-4	-8	14	-4	12	8	-5	-0.1
16	Cc1ccc(S(=O)(=O)N2CCC(C(=O)Nc3ccc4c(c3)COC4=O)CC2)cc1	-7	3	-6	5	-2	1	-7	1	-2	-0.1
17	N#Cc1ccc(S(=O)(=O)NC2CCN(Cc3ccccc3)CC2)cc1	3	-9	0	-1	1	3	1	4	4	-0.3
18	O=C(OCC(=O)N1CCCC1)c1ccc(NS(=O)(=O)c2cccs2)cc1O	0	7	-3	9	-10	0	-11	-3	-2	0.6
19	Cc1cccc(N(Cc2ccccc2)C(=O)CSC(C)C(=O)Nc2cc(C)on2)c1 (stereo unspecified)	5	3	1	-5	8	4	-3	3	-3	-0.1
20	O=c1cc(N2CCCCC2)c(-c2ccccc2)nn1Cc1cccc(F)c1	-12	3	-13	3	5	2	-4	2	3	0.3

Three compounds out of the list, arranged by length of the SMILES, low to high.
#	molecule	PLC-gamma1 inh	DDE Tn7 FP inh	PLCb3 inh	DDE Tn6 FP inh	ARFGAP1 inhibitor	UHRF1 binding	ASAP1 inh	MBD2 inh	ADAM17 inh	KLK7 zymogen act
11	CC(C)CCN1CCN(Cc2ccc(Oc3ncccn3)cc2)CC1CCO (stereo unspecified)	2	-2	5	4	-12	-3	11	-1	-1	0.0
13	CC12CC3CC(C)(C1)CC(C(=O)NNC(=O)c1ccncc1)(C3)C2	4	-3	-5	-1	-10	3	6	7	-2	-0.3
16	Cc1ccc(S(=O)(=O)N2CCC(C(=O)Nc3ccc4c(c3)COC4=O)CC2)cc1	-7	3	-6	5	-2	1	-7	1	-2	-0.1

New compounds follow.
#	molecule	PLC-gamma1 inh	DDE Tn7 FP inh	PLCb3 inh	DDE Tn6 FP inh	ARFGAP1 inhibitor	UHRF1 binding	ASAP1 inh	MBD2 inh	ADAM17 inh	KLK7 zymogen act
21	COc1ccc(NC2CC(=O)N(C(C)C)C2=O)cc1 (stereo unspecified)	-53	2	-52	0	3	2	0	3	-11	-11
22	CCCCCCCN1C=CC(=O)CC1	2	3	3	8	5	0	-1	-8	4	-1.0
23	N/C(=N\OC(=O)c1ccc2ccccc2c1)c1ccc(Br)cc1	-1	3	-1	-2	-1	4	-10	6	-5	-0.5
24	O=C(N/N=C\c1cc([N+](=O)[O-])ccc1N1CCCC1)c1ccccn1	2	-5	0	-1	-4	-3	4	-5	-1	-0.2
25	CN(C(=O)CSc1nnc(-c2ccco2)n1Cc1ccccc1)C1CCS(=O)(=O)C1 (stereo unspecified)	5	4	2	3	8	-4	-7	3	-2	-0.8
26	S=C1NCc2cncnc2N1	-1	-4	-1	-4	0	1	17	1	-4	-0.1
27	Clc1ccc(C2CC(c3cccs3)n3ncnc3N2)cc1 (stereo unspecified)	-2	2	1	-1	-5	0	12	3	-5	0.6
28	O=C(CSc1ccccc1)NCC(c1ccco1)N1CCCCC1 (stereo unspecified)	3	6	-2	4	4	-1	4	1	2	-0.8
29	O=C(Nc1cccc(Cl)c1)N1CCCCCC1	0	1	1	10	-4	1	7	3	-1	-1.1
30	CN(C(=O)COC(=O)c1cc([N+](=O)[O-])ccc1N1CCCC1)C1CCS(=O)(=O)C1 (stereo unspecified)	2	-4	-4	-3	1	4	-12	-7	0	-0.2
31	O=C(COc1ccccc1F)OCC(=O)c1ccc([N+](=O)[O-])cc1	0	-2	-3	2	-6	-4	9	3	0	-1.1
32	CC(NC(=O)c1ccccc1F)c1ccccc1 (stereo unspecified)	4	-5	-5	-2	-11	1	6	3	0	0.2
33	CCc1cc(CNC(=O)c2ccc(OC3CCN(CCc4ccccc4)CC3)cc2)on1	0	0	-3	-7	7	-4	0	4	2	0.3
34	CCOC(=O)Cn1c(=O)n(C2CCCC2)c(=O)c2ccccc21	-1	-1	1	4	1	1	-1	5	-3	-0.2
35	Cc1snc(S(=O)(=O)/C(C#N)=N/Nc2ccc(C(F)(F)F)cc2)c1C#N	3	2	1	0	5	2	6	4	0	-1.0
36	O=C(COC(=O)c1ccccc1F)Nc1cc(S(=O)(=O)N2CCOCC2)ccc1N1CCCC1	-1	4	-7	0	10	4	-3	5	-2	0.0
37	COc1ccc(C(=O)NCC(c2ccco2)N2CCc3ccccc32)cc1 (stereo unspecified)	5	3	3	-4	9	-3	-9	0	4	0.5
38	Cc1c(C(=O)N(C)CC(=O)Nc2cccc(F)c2)oc2c(Cl)cccc12	4	-1	3	4	17	2	3	-1	5	0.5
39	CC1(C(=O)NS(=O)(=O)c2ccc(Br)cc2)CCN1C(=O)Cc1ccsc1 (stereo unspecified)	1	1	1	-4	3	4	10	2	-1	-0.8
40	Nc1ccc(O)c2c1C(=O)c1ccccc1C2=O	2	2	1	130*	-22	19	-8	12	0	-0.2
41	COc1cccc2cc(C(=O)NC(C)C3CCCO3)c(=O)oc12 (stereo unspecified)	-131	-1	-168	2	-7	0	-12	5	-9	-5.9
42	CC(CN1CCN(C)CC1)OC(=O)c1ccc(Cl)cc1Cl (stereo unspecified)	0	13	1	3	7	0	9	-1	-4	0.1
43	CN1C(=O)[C@H]2[C@@H](/C=C/c3ccccc3)N3C(=O)CN(Cc4ccc(-c5ccccc5)cc4)C(=O)[C@@]3(C)[C@H]2C1=O	-2	6	-7	2	2	1	-2	-9	5	0.2
44	CN(Cc1ccccc1)C(=O)c1ccc(Nc2nc(C(N)Cc3ccccc3)cs2)nc1 (stereo unspecified)	-19	-5	-28	2	9	-4	-10	-7	-3	-0.3
45	CC(NC(=O)C1CCN(C(=O)c2ccc(F)cc2)CC1)c1ccc(S(N)(=O)=O)cc1 (stereo unspecified)	5	-4	2	-6	-2	-1	-5	-3	4	0.6
46	COc1ccc(S[C@]2(C(=O)N3CCN(C(C)=O)CC3)CC(=O)N(C(=O)CCc3ccccc3)[C@@H]2c2ccc(OC)cc2)cc1	11*	-6	-1	6	.	7	.	7	16*	1.1
47	COC(=O)C[C@H]1CC[C@H]2[C@H](COc3ccc(NC(=O)C4CCOCC4)cc3C(=O)N2C)O1	6	1	3	-6	.	4	.	7	-3	-0.3
48	O=C(O)c1cc(-c2cccc(Cl)c2)nc2nc(N3CCCCC3)sc12	-321	2	-382	-2	-1	0	4	2	i	26*
